B2AR arrestin – qHTS assay of beta-arrestin-biased ligands of beta2-adrenergic receptor; beta-arrestin recruitment to beta2AR, cell-based reporter; Potency, µM (highest dose often 46.1 µM), without a hit: top-dose activation, actives largely listed as activators; 330,000 tested, 0.02% active; AID 492947, 2010;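 note: potency is the fitted concentration of half-maximal effect; 0% = DMSO controls and full agonism = EC100 isoproterenol or metaproterenol; nearly all actives have a fitted effect of over 65% in size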
Chronic BCR inh – qHTS Assay to Find Inhibitors of Chronic Active B-Cell Receptor Signaling; Potency, µM (doses to about 46.1 µM), inactives show at the top dose ratio change, negative = lower green/red ratio, most hits filed as inhibitors; ABC-DLBCL IkBa-CBG/CBR reporter, luminescence ratio, 4 h; 340,000 tested, 0.05% active; active = well fitted inhibition curve with a large enough effect in the signal ratio, with a control signal flat, not every such curve was filed as active; inconclusive = small, poorly fitted or top-dose-only effect, or effect the other way, or a change in a side signal; the % refers to the signal ratio;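 note: potency is the fitted concentration of half-maximal effect; plate controls were basal doxycycline-induced cells for no effect and cells given 10 µM MG132 for full effect; MG132 reads +100%, hits lower the ratio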
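Concentration-response series (up to 46 uM) were applied to TMD8 dual-reporter cells for 4 h at 37C with doxycycline. Green/red ratio, after filter-overlap correction, defined %Activity; red signal alone was normalised to basal cells and zero luminescence.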
Tb PFK block – qHTS Assay to Find Inhibitors of T. brucei phosphofructokinase | ATP-dependent 6-phosphofructokinase (Trypanosoma brucei brucei), O15648 | T. brucei PFK, ADP-Glo luminescence | Potency, µM (doses to about 57.5 µM), for the others: at the highest dose activity, negative = inhibition, usual class: inhibitors | 330,000 tested, 0.17% active;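 note: potency is the fitted concentration of half-maximal effect; 0% = uninhibited 1x PFK enzyme wells and -100% = no-enzyme wells; nearly all actives have a fitted effect of over 60% in size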
Target sequence (O15648 whole entry, looked up): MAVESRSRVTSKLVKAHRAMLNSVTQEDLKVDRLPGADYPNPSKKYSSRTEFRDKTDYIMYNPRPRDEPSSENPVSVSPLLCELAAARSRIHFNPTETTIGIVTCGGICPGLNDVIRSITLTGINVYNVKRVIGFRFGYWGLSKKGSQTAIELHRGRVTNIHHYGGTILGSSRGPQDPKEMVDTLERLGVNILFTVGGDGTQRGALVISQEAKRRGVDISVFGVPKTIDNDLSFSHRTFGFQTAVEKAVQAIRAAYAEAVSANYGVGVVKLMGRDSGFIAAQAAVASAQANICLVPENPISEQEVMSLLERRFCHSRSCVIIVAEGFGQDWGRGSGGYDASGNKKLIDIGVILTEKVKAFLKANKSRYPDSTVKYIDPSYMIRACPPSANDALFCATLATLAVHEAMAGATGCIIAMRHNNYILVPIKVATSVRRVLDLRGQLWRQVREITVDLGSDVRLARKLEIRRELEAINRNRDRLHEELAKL
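PFK 1.25 nM, F6P 0.5 mM, ATP 0.1 mM, 0.1 M TEA pH 8.0, 5 mM MgCl2, 0.01% Tween20, 0.1% BSA; 45 min RT. ADP-Glo readout. qHTS titration up to 57 uM; curves fitted, compounds curve-classed.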
FBPA coupling cs – qHTS Assay for Inhibitors of Fructose-1,6-bisphosphate Aldolase from Giardia Lamblia: Coupling assay counterscreen | 290,000 tested, 0.67% active | activity change, negative = inhibition, % at 58.2 µM, hits read low | coupling enzyme system counterscreen, AmpLite Red fluorescence; in the data active = activity change below about -30%; note: % is set by controls: 0 for no effect and ±100 for the full control effect
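Coupling enzymes only (glyceraldehyde-3-phosphate) + compound, at 57.5 uM final, 10 min RT; add substrate/coupling/AmpLite Red mix, 20 min RT; fluorescence ex 525/em 598 nm. Actives flag coupling-system interference.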
PKM2 act – qHTS Assay for Activators of Human Muscle isoform 2 Pyruvate Kinase; Pyruvate kinase PKM (Homo sapiens), P14618; purified PKM2, Kinase-Glo ATP luminescence, activation; response scale: 0% is enzyme alone, no compound; Potency, µM (doses to about 57.5 µM), for inactives: top-dose activation, usual class: activators; 260,000 tested, 0.34% active; note: potency is the fitted concentration of half-maximal effect; % is set by controls: 0 for no effect and ±100 for the full control effect; nearly all actives have a fitted effect of over 55% in size
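Purified hPK-M2 (>95% pure) converted ADP (0.1 mM final) to ATP with 0.5 mM PEP in 50 mM imidazole pH7.2, KCl, MgCl2, Tween 20, BSA; 1 h at room temperature. ATP detected by Kinase-Glo luminescence.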
Menin-MLL TR inh – qHTS Assay for Inhibitors Targeting the Menin-MLL Interaction in MLL Related Leukemias: Competition With Texas Red Labeled MLL-derived Mutant Peptide; Menin + Texas Red MLL mutant peptide, fluorescence polarization; Potency, µM (highest dose often 61.6 µM), for inactives: top-dose FP activity change, negative = inhibition, most hits filed as inhibitors; 270,000 tested, 0.23% active; active = well fitted inhibition curve with a large enough effect in the polarisation, with a control signal flat, not every such curve was filed as active; inconclusive = small, poorly fitted or top-dose-only effect, or effect the other way, or a change in a side signal; inactive = no such curve, though single readings can be large or run the other way; the % refers to the polarisation; note: potency is the fitted concentration of half-maximal effect; % of control where 0% means no effect; many of its hits are not listed in these tables
Target sequence (O00255 whole entry, looked up): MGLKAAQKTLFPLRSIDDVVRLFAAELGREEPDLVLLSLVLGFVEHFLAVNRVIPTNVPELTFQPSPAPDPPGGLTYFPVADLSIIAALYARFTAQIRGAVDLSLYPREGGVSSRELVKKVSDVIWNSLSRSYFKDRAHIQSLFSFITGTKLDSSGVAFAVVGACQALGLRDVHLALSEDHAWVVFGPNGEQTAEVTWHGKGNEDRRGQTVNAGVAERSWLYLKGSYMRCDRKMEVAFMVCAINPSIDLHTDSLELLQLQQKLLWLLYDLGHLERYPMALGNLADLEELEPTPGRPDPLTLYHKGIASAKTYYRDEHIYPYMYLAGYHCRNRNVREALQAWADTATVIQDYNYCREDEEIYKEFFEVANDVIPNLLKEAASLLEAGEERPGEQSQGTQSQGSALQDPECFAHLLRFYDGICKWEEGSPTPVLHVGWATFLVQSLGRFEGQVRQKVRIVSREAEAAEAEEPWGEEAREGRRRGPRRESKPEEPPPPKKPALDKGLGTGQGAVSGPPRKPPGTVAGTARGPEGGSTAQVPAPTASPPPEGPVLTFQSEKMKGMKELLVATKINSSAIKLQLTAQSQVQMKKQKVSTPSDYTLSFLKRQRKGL
a7 integrin act – qHTS for Activators of Integrin-Mediated Alleviation for Muscular Dystrophy. alpha7betagal myoblasts, beta-gal FDG fluorescence, 48 h. Potency, µM (top dose mostly 38.3 µM), for the others: at the top dose activation, hits mostly activators. 350,000 tested, 0.064% active. AID 624291, 2012;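 note: potency is the fitted concentration of half-maximal effect; 100% = response of the positive control SU9516; nearly all actives have a fitted effect of over 60% in size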
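alpha7betagal+/- myoblasts (passage 13, 250/well) treated 48 h at 37C with compounds at 1:260 dilution of DMSO stock. Lysed, then beta-galactosidase activity read as FDG fluorescence (ex 480/em 540) after 30 min, with pre-read for autofluorescence.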
Giardia kill – Small Molecules that selectively kill Giardia lamblia: qHTS; Giardia lamblia trophozoite viability; activity change, % at 7.66 µM, hits read low; 340,000 tested, 0.15% active; AID 540267, 2011; in the data active = activity change below about -80%; inconclusive = between about -30% and that limit;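 note: parasites exposed to compound for two days anaerobically before the ATP read; % is set by controls: 0 for no effect and ±100 for the full control effect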
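Compounds were tested on trophozoites seeded at 100 cells/well and held 48 hrs at 37 deg C anaerobically. An ATP-based luminescent kit measured the remaining live cells.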
GALK inh – qHTS Assay for Inhibitors of Human Galactokinase (GALK); P51570; Purified GALK, Kinase-Glo residual ATP luminescence; Potency, µM (highest dose often 57.5 µM), without a hit: at the highest dose activity change, negative = inhibition, actives largely listed as inhibitors; 270,000 tested, 0.007% active; AID 1868, 2009; note: potency is the fitted concentration of half-maximal effect; % is set by controls: 0 for no effect and ±100 for the full control effect
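Luminescence from leftover ATP (Ultra-Glo luciferase/luciferin) served as read-out after a 1 h room-temperature reaction of 5 nM GALK with 35 uM ATP and 100 uM galactose.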
ASM inhibitor – Inhibitors of Secretory Acid Sphingomyelinase (S-ASM): qHTS; Sphingomyelin phosphodiesterase (Homo sapiens), P17405; placental ASM, HMU-PC fluorogenic substrate, 60 min; Potency, µM (titrated, usually from 57.5 µM), for inactives: at the highest dose activity change, negative = inhibition, hits mostly inhibitors; 340,000 tested, 0.006% active; AID 504937, 2011; note: potency is the fitted concentration of half-maximal effect
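Human placenta-derived ASM preincubated with compound 10 min at room temperature, then reacted with 9 uM (final) fluorogenic HMU-PC substrate for 60 min at 37 C. Stop solution raises pH to 10; fluorescence read at Ex 386/Em 447 nm.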
TSG101-PTAP inh – qHTS Assay for Iinhibitors of HIV-1 Budding by Blocking the Interaction of PTAP/TSG101 | Fluorescence polarization, FITC-PTAP peptide / Tsg101 binding | Potency, µM (titrated, usually from 115 µM), inactives show at the top dose activity change, negative = inhibition, usual class: inhibitors | 340,000 tested, under 10 active | AID 493005, 2010; active = well fitted inhibition curve with a large enough effect in the main read-out, with a control signal flat, not every such curve was filed as active; inconclusive = small, poorly fitted or top-dose-only effect, or effect the other way, or a change in a side signal; inactive = no such curve, though single readings can be large or run the other way; note: potency is the fitted concentration of half-maximal effect; % of control where 0% means no effect
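Tsg101 binding domain (10 uM final) was mixed with compound and a FITC-labeled PTAP peptide (50 nM final) in HEPES pH 7.5 buffer with NaCl, Tween 20, EDTA and TCEP; fluorescence polarization was read after 20 min at r.t.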
Starred values were filed as active, the others as inactive; ? = inconclusive; / = no result given; [ ] = another dose, or the depositor's remark. Unless noted, calls come from the whole dose curve; as a rule, active = well fitted curve in the direction sought with a large enough effect; inconclusive = small, poorly fitted or top-dose-only effect, or another doubt; inactive = no such curve, though single readings can be large; an effect the other way counts as inactive or inconclusive. The list is partial. The share of hits here may be higher or lower than overall.

Values in the order: Giardia kill	TSG101-PTAP inh	PKM2 act	B2AR arrestin	ASM inhibitor	GALK inh	a7 integrin act	FBPA coupling cs	Chronic BCR inh	Menin-MLL TR inh	Tb PFK block
CCCSc1ccc([C@@H]2[C@H]3C(=O)N(C)C(=O)[C@H]3[C@]3(C(=O)OC)CCCN23)cc1OC
  -1.6	1.2%	/	-3.6%	3.2%	/	1.2%	/	-2.7%	/	7.4%
COc1ccc(NC(=O)Nc2cccc3c2O[C@H](CN(C)C(=O)Nc2ccc(OC)cc2)[C@@H](C)CN([C@H](C)CO)C3=O)cc1
  12.1	-4.3%	/	0.0%	0.2%	/	7.7%	/	0.7%	/	0.0%
CC(C)[C@@H](C(=O)NCc1ccco1)N1C(=O)N2CCc3c([nH]c4ccccc34)[C@@]2(C)C1=O
  3.1	-5.6%	10.6%	12.1%	-2.8%	/	-14.5%	-1.0	0.8%	-12.3%	-1.1%
CCOc1ccc(NC(=S)N2CCCCCC2)cc1
  -3.1	0.8%	-7.1%	-0.4%	0.5%	4.2%	18.8%	-2.7	9.6%	-0.3%	-6.5%
O=C(O)c1ccc(-c2ccccc2)[nH]c1=O
  20.8	-7.8%	-3.1%	0.7%	16.5%	-1.3%	-19.4%	5.2	1.3%	/	-0.3%
O=C(CSc1ncnc2ccccc12)NCCCO
  9.4	-4.9%	-17.1%	-0.1%	0.3%	-0.5%	-24.8%	0.7	?	-18.7%	-0.5%
Cc1ccc(-c2noc(-c3ccccc3C(=O)NCc3ccco3)n2)cc1
  -2.6	-4.5%	-0.5%	0.1%	-2.1%	1.0%	-29.2%	0.2	1.0%	/	9.1%
C/C(=N\NC(=O)c1ccccn1)c1ccc(Cl)cc1
  -10.4	-3.9%	-17.2%	0.1%	2.6%	3.0%	6.9%	1.2	?	/	-15.3%
Cc1noc(C)c1S(=O)(=O)NC1CCN(Cc2ccccc2)CC1
  0.5	-5.1%	21.5%	3.0%	7.6%	1.8%	-13.9%	3.7	-1.3%	-0.5%[11.7 µM]	2.3%
O=C(CN1CCN(C(c2ccccc2)c2ccccc2)CC1)N1CCOCC1
  0.4	-3.0%	0.1%	-0.3%	1.0%	-2.7%	-36.2%	-4.0	1.6%	-1.6%	-1.5%
COc1ccc(OC)c(/C=N/NC(=O)Cn2ccnc2C)c1
  -5.5	1.2%	-11.7%	0.0%	238.3%[activator]	-1.4%	3.8%	1.5	-6.7%	/	-1.4%
OCCNc1nc2ccccc2nc1NCCO
  -12.6	3.1%	2.5%	0.0%	9.4%	-2.2%	?	-0.4	?	/	6.6%
O=S(=O)(NCc1ccccc1)[C@@H]1CC2C=CC1C2 (stereo partly drawn)
  -1.9	-0.9%	/	-1.3%	6.2%	/	9.2%	/	0.4%	/	-1.5%
CC(C)(C)OC(=O)N[C@@H](C(=O)OC(C)(C)C)c1ccc(Br)cc1
  -8.9	-1.2%	/	-2.3%	-4.5%	/	-11.3%	/	14.6%	/	-2.2%
CN1CCN(c2nc(Nc3ccc(O)cc3)nc3ccccc23)CC1
  2.6	-2.3%	-11.0%	-0.3%	0.2%	7.5%	-29.0%	-4.8	2.5%	-27.9%	2.9%
O=S(=O)(NC1=NCCCCC1)c1ccc(Cl)cc1Cl
  -3.6	-0.7%	/	0.2%	0.0%	/	-7.8%	/	0.0%	/	-6.2%
Cc1nnc(NC(=O)C2CC(=O)N(c3ccccc3)C2)s1 (stereo not drawn)
  10.7	-13.0%	0.6%	-0.3%	6.8%	-1.9%	42.4%	-1.2	-2.1%	-23.3%	-7.1%
Cc1ccc(C(=O)CSc2nnc(COc3ccccc3)o2)cc1
  -26.7	-0.2%	-7.1%	-0.1%	-2.0%	6.7%	38.0%	1.8	13.6%	3.6%	4.2%
CC(NC(=O)c1cccc2ccccc12)c1ccc2c(c1)CCCC2 (stereo not drawn)
  13.9	-1.0%	-5.5%	-0.8%	-9.0%	1.7%	-27.6%	1.0	3.1%	-12.7%	2.5%
COc1ccc2c(c1)OCC1=C2CCC2(C)C(=O)CC=C12 (stereo not drawn)
  /	/	?	0.2%	/	0.7%	/	-34.0*	?	8.4%	11.5%
CCOC(=O)c1[nH]c2ccc(OC)cc2c1NC(=O)CN1CCSCC1
  -5.1	-10.8%	-1.7%	-0.6%	126.7%[activator]	2.3%	-10.7%	1.5	-15.0%	1.0%	6.6%
CC(C)n1c2ccccc2c2nnc(SCC(=O)Nc3ccccc3C(=O)O)nc21
  -5.7	-1.5%	2.6%	-0.8%	4.3%	0.2%	-37.7%	-0.1	8.9%	-18.6%	?
CCOC(=O)C1(CC2CCCCO2)CCN(Cc2nccn2-c2cccc(C)c2)CC1 (stereo not drawn)
  -29.0	-8.7%	-0.3%	3.1%	-2.0%	-1.3%	16.7%	1.1	1.7%	?	1.6%
CCOC(=O)C1(CC2CCCCO2)CCN(S(=O)(=O)c2c(C)nn(C)c2C)CC1 (stereo not drawn)
  -3.6	-0.5%	1.6%	0.0%	-0.5%	4.6%	-17.9%	3.7	-15.9%	16.1%	0.7%
CSc1ccc(/C=C(/NC(=O)c2ccc(C)cc2)C(=O)Nc2cccc(C)c2)cc1
  -8.6	1.1%	2.6%	-1.7%	3.0%	0.0%	-35.0%	3.0	7.5%	-1.8%	-1.0%
O=C(c1ccc(NS(=O)(=O)c2ccc(Cl)cc2)cc1)N1CCOCC1
  14.3	-5.6%	/	-0.1%	-1.7%	4.4%	-21.8%	2.9	-10.2%	-2.7%	-0.9%
N#CC1(NC(=O)CSc2n[nH]c(-c3ccccc3)n2)CCCCC1
  -2.4	-0.4%	/	-0.4%	-0.4%	/	1.5%	/	2.1%	/	4.2%
O=S(=O)(NCc1ccc(Cl)cc1)c1cccc2cccnc12
  -1.6	-0.7%	3.0%	-0.9%	-2.1%	2.0%	13.3%	-7.4	?	/	-4.0%
O=C(c1ccc(F)cc1)N1CCCC(C(=O)N2CCN(c3ccccc3)CC2)C1 (stereo not drawn)
  5.7	-2.7%	-1.7%	0.3%	6.0%	-1.8%	-14.8%	-0.6	-1.6%	/	-4.7%
O=S(=O)(Nc1ccc2c3c(cccc13)CC2)c1ccc(F)cc1
  28.6	0.0%	-7.9%	0.1%	-14.1%	-1.1%	-7.8%	-6.5	?	34.1%[activator]	0.7%
Cc1ccc2[nH]c(=O)c(COC(=O)c3cccs3)cc2c1
  3.9	-0.4%	-4.4%	4.2%	2.6%	0.2%	8.3%	0.6	3.7%	-3.4%	1.9%
NC(=O)c1ccc(NC(=O)CCCNC(=O)c2ccc(Cl)cc2)cc1
  -17.4	-0.6%	/	0.0%	1.6%	-1.4%	10.2%	-5.0	-1.1%	-12.5%	-16.8%
COc1ccccc1CNC(=O)COc1ccc(C)nc1[N+](=O)[O-]
  -19.6	-0.1%	3.5%	-0.2%	5.7%	3.7%	13.3%	1.3	-1.3%	3.4%	-0.5%
CCOc1ccccc1NC(=O)NS(=O)(=O)c1ccc(C)cc1
  7.6	-3.6%	0.3%	-0.1%	3.1%	-3.5%	14.3%	-0.5	1.8%	-16.5%	4.7%
O=C(CSc1ccc(Cl)cc1)Nc1nnc(-c2cccc([N+](=O)[O-])c2)s1
  -15.2	0.4%	-1.7%	-1.9%	-1.1%	/	8.4%	1.3	3.2%	?	-0.3%
CN1CC=C2C(C#N)=C(N)C(C#N)(C#N)C(Cc3ccccc3)C2C1 (stereo not drawn)
  -2.2	?	-4.1%	-1.9%	/	0.2%	-12.4%	-13.6	18.9%	-13.4%	-7.4%
CN(C)CCCNC(=S)N1CCn2c(nc3ccccc32)C1
  -4.7	-5.0%	-0.4%	0.4%	7.1%	0.8%	-8.6%	-0.8	-0.3%	12.8%	2.5%
CC1CN(S(=O)(=O)c2cccc(C(F)(F)F)c2)CN1C(=O)N1CCOCC1 (stereo not drawn)
  -23.3	-1.4%	-6.1%	0.0%	-3.8%	1.0%	1.9%	0.1	2.2%	1.0%	1.0%
